VIM-2 inh: inhibitors of Pseudomonas aeruginosa VIM-2 metallo-beta-lactamase. purified VIM-2, nitrocefin hydrolysis, epi-absorbance fluorescence. inhibition, % at 5.6 µM. 0.89% of 290,000 active;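 active means inhibition above the mean of all tested compounds plus 3 SD, cutoff set per screening run, cut at about 7.5% in these data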;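 further: red hydrolysis product quenches plate fluorescence so inhibitors raise well fluorescence; 0% = enzyme with DMSO and 100% = DMSO without enzyme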
GalR3 antagonist: blocks the human galanin receptor 3; inhibition, % at 3 µM; O60755; 0.44% of 360,000 active; HEK293 GalR3-CNG cAMP membrane potential fluorescence; galR3 body fused to GalR1 C-terminus;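 active means inhibition above the screen-wide average plus 3 SD, cut at about 13% in these data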;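 further: forskolin and galanin both at EC90 stimulate the cells; cAMP rise reported by CNG channel membrane potential dye signal; 0% = forskolin plus galanin with DMSO and 100% = forskolin alone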
IDE cell inh: inhibits human insulin-degrading enzyme in HEK cells; FAbetaB cleavage, fluorescence polarization; 0.41% of 320,000 active; inhibition, % at 5.59 µM; AID 434962; P14735;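 active means percent inhibition above the average of all tested compounds plus 3 SD, set per screening campaign, cut at about 16% in these data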;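 further: IDE supplied by intact live HEK cells; FP after avidin binding of uncleaved biotin substrate so inhibition keeps polarization high; 0% = DMSO wells and 100% = 60 µM reference IDE inhibitor Ii1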
pCIP destab: p/CIP protein destabilization. Q05BA5. F442A p/CIP-EGFP cells, EGFP fluorescence, 16 h. decrease of EGFP signal, % at 10 µM. 0.01% of 290,000 active;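 active means EGFP signal decrease of at least 30% at 10 µM or well 3 SD below plate mean, unless failing retest; inactive means the rest, including hits failing retest or dose response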; further: some compounds called inactive have numbers as strong as hits; many of its hits are not listed in these tables
Target sequence (Q05BA5 1-1403): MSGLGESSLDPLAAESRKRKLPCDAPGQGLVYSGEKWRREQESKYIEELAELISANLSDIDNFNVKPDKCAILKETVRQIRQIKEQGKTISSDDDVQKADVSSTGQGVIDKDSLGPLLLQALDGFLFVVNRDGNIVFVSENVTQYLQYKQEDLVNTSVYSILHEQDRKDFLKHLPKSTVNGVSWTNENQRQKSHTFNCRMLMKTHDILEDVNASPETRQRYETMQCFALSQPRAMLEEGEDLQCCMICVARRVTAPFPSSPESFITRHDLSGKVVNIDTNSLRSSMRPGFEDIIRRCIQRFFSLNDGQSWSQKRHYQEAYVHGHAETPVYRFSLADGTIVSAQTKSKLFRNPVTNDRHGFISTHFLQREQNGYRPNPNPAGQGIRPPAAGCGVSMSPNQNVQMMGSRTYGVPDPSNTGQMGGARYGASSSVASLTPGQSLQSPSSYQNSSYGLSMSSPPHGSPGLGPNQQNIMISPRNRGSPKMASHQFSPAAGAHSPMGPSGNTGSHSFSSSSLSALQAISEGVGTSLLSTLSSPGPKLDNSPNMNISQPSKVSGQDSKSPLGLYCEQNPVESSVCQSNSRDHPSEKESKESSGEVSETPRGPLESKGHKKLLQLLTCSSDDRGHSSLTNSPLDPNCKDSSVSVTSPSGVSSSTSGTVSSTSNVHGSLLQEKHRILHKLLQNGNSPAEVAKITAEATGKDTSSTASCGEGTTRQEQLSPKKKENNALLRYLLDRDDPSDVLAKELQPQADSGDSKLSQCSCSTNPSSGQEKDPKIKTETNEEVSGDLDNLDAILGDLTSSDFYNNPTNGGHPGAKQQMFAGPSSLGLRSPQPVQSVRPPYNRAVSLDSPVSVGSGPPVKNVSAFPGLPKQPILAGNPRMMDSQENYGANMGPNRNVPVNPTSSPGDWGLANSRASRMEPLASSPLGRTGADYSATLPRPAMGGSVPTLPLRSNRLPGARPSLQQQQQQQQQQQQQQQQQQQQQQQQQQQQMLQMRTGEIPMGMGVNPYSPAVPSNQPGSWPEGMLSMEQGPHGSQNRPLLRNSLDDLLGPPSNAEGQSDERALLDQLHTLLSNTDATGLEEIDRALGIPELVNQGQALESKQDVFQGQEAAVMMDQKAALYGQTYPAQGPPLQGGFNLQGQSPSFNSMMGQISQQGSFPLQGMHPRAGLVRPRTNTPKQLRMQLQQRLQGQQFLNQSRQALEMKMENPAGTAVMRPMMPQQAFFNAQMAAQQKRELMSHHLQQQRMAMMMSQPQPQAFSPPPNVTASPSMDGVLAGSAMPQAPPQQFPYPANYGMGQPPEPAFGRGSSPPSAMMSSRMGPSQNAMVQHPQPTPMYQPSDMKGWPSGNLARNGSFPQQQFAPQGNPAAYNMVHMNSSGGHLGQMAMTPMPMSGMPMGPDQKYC
NS3 helicase inh: blocks Hepatitis C virus NS3 helicase unwinding. 0.56% of 290,000 active. inhibition, % at 10.9 µM. AID 1800. NS3 helicase DNA unwinding, Cy5 molecular beacon fluorescence;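 active means inhibition above the mean of all tested compounds plus 3 SD, set per campaign, cut at about 35% in these data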;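 further: 0% = DMSO wells and 100% = thioflavine S control wells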
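System: NS3 helicase fragment of HCV / Schedule: 1 h at 25 °C / Control set: DMSO alone as 0% and 110 µM thioflavine S as 100% / Reagent: Cy5/quencher beacon DNA duplex and ATP to start / Technique: Cy5 fluorescence / Replication: singlicate / Evaluation: % inhibition of end-to-start signal ratio versus controls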
CRFR2-BP antag: CRF-BP/CRF-R2 complex antagonism; inhibition, % at 11.8 µM; 0.59% of 350,000 active; AID 588475; HEK293 CRF-R2/CRF-BP, CRF-induced calcium fluorescence;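 active means inhibition of the ligand-induced calcium signal above about 50% at the single tested concentration, limit read from the data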
IMP-1 inh: blocks Pseudomonas aeruginosa IMP-1 metallo-beta-lactamase | purified IMP-1, nitrocefin hydrolysis, epi-absorbance fluorescence | inhibition, % at 5.6 µM | 0.45% of 290,000 active | AID 1556;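 active means inhibition above the mean plus 3 SD of all compounds in the same screening run, cut at about 4.5% in these data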;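 further: 0% = IMP-1 with DMSO and 100% = DMSO wells lacking enzyme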
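Material – recombinant IMP-1 enzyme, purified · Amount – IMP-1 0.2 nM before substrate addition · Medium – HEPES buffer pH 7.1 with ZnSO4 and Brij 35 · Timing – 25 °C, 15 min preincubation, 25 min reaction · Measured by – plate fluorescence quenching by hydrolysis product, ex 480/em 530 nm · Read-out – percent enzyme inhibition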
UBC9 SUMO inh: inhibitors of human SUMOylation (UBC9). P63279. HTRF SUMOylation assay, SAE1/SAE2 + UBC9, in vitro. inhibition, % at 35 µM. 0.36% of 290,000 active. AID 2006; in the data active means inhibition above about 50%, passing the limit was not always enough; further: strong numbers were not always called active
IDE cell activ: boosts human insulin-degrading enzyme activity in HEK cells; activation, % at 5.96 µM; AID 493087; P14735; FAbeta-B cleavage, fluorescence polarization; 0% vehicle, 100% cell-free pure enzyme wells; 0.073% of 340,000 active;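 active means activation above the mean of all tested compounds plus 3 SD, set per screening campaign, cut at about 17% in these data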
* = called active by the depositor; . = not tested or not shown.

No.	VIM-2 inh	GalR3 antagonist	IDE cell inh	pCIP destab	NS3 helicase inh	CRFR2-BP antag	IMP-1 inh	UBC9 SUMO inh	IDE cell activ	canonical_smiles
1	3.7	-9	2	-5	-4	-5	-1.9	-9	-5	COc1cccc(NC(=O)c2ccc(-n3cnnn3)cc2)c1
2	-1.4	-7	5	-2	-54	-3	-1.5	11	4	CCN(CC)CCn1c(SCC(=O)Nc2cccc(OC)c2)nc2c(sc3ccccc32)c1=O
3	0.0	.	.	-14	-12	.	0.7	-4	.	Cc1ccc2[nH]c3c(N4CCCCCC4)ncnc3c2c1
4	.	-6	6	.	.	-6	.	.	-2	COc1ccc(NC(=O)CN(C)C(=O)c2oc3c(ccc4ccccc43)c2C)cc1
5	.	3	-1	.	.	41	.	.	4	COc1ccc(C(=O)NCC(=O)N2CCN(c3ncccn3)CC2)cc1OC
6	-4.3	-7	4	-11	7	28	-1.4	12	2	O=C(c1cc(-c2ccccn2)nc2ccccc12)N1CCN(c2ncccn2)CC1
7	-1.2	3	-1	5	-4	-24	-3.3	-5	8	CC1=C(C#N)C(=O)OC(C)(C)C1
8	0.7	6	-4	0	3	5	-0.5	17	-3	NC(=O)c1ccsc1NC(=O)Cc1ccc([N+](=O)[O-])cc1
9	.	-7	0	.	.	-14	.	.	11	Cc1ccc(NC(=O)c2cccc(S(=O)(=O)NCc3ccccc3)c2)nc1
10	0.4	-7	-2	-7	2	-10	-4.2	5	0	COc1cc(C(=O)N=c2sc3ccccc3n2C)cc(OC)c1OC
11	1.2	-8	5	-2	-1	9	-2.0	-5	6	O=C(NC1CCCc2ccccc21)c1c(F)cccc1Cl (stereo not drawn)
12	-1.5	-3	0	-22	-2	15	-0.6	-6	-2	Cc1ccc(SCC(=O)Nc2ccccc2C(=O)N2CCOCC2)cc1
13	-0.3	-6	8	2	-4	-8	-3.3	-5	-1	Cc1ccccc1N/N=C/c1c(C)nc2ccccn12
14	-4.4	-1	5	-15	-2	7	-2.4	-96	-1	CCCc1cc(C(=O)NNC(=S)Nc2cccc(C)c2)cs1
15	-1.8	0	-4	1	1	0	0.0	22	2	N#CCSc1nc2c(cc1C#N)CCCC2
16	-2.7	-3	2	6	13	-42	-2.0	1	-2	O=C(NCc1ccco1)c1ccc(Cl)c(S(=O)(=O)Nc2ccccc2)c1
17	-1.0	-3	-4	-1	-6	-47	-2.1	13	8	O=C(c1ccc(F)cc1Cl)N1CCN(S(=O)(=O)c2cccs2)CC1
18	.	-5	4	.	.	2	.	.	3	COc1ccc(C(CNC(=O)COc2c(C)cc(C)cc2C)N2CCOCC2)cc1 (stereo not drawn)
19	0.1	-3	8	-14	-14	-7	-3.5	24	2	Cn1nc(NC(=O)C2CCC2C(=O)O)c2c(F)cccc21 (stereo not drawn)
20	-2.9	-7	.	-3	4	-8	-2.3	23	-4	O=C(COc1ccc(Cl)cc1Cl)NCc1ccncc1
21	-0.6	-11	-4	1	9	-59	2.4	26	6	Oc1c(Br)cccc1/C=N/c1ncn[nH]1
22	-4.0	-3	2	-4	3	-7	-1.8	5	0	CCCCCOC(=O)NC1CCS(=O)(=O)C1 (stereo not drawn)
23	-0.5	-2	0	-21	-35	-5	-1.9	-3	5	O=C(Nc1ccnn1C1CCN(Cc2cccc(OCCO)c2)CC1)C1CCOC1 (stereo not drawn)
24	-3.4	-3	-2	-6	-1	4	-4.1	8	3	CCn1c(CNc2cccc(Cl)c2)nnc1SCC(=O)OC1CCCCC1
25	-2.1	-1	-4	-15	-72	6	0.7	2	2	Clc1ccc(-c2c[n+](Cc3ccc(Br)cc3)c3n2CCCCC3)cc1
26	-4.4	-1	-1	-12	-1	0	-3.9	4	2	Cc1ccccc1C(=O)Nc1ccc(O)cc1C(=O)O
27	-0.1	-2	-1	-2	-1	5	-1.8	18	4	O=C(COc1ccc2c3c(c(=O)oc2c1)CCCC3)N[C@@H](Cc1ccccc1)C(=O)O
28	1.1	0	-2	-3	-2	-20	-2.6	2	3	CCN1CCN(c2nc(Nc3cccc(F)c3)nc(N)c2[N+](=O)[O-])CC1
29	-3.8	-8	1	-10	0	6	-5.7	.	-2	CCOC(=O)c1cc(S(=O)(=O)N2CCc3ccccc32)cn1C
30	-5.5	-7	0	10	2	-10	-3.3	-19	-4	Cc1ccc(C(=O)Nc2ccc(O)cc2C(=O)O)cc1

Record cards (already shown):
Record of Cc1ccc(C(=O)Nc2ccc(O)cc2C(=O)O)cc1 = VIM-2 inh = -5.5; GalR3 antagonist = -7; IDE cell inh = 0; pCIP destab = 10; NS3 helicase inh = 2; CRFR2-BP antag = -10; IMP-1 inh = -3.3; UBC9 SUMO inh = -19; IDE cell activ = -4
Record of CCOC(=O)c1cc(S(=O)(=O)N2CCc3ccccc32)cn1C = VIM-2 inh = -3.8; GalR3 antagonist = -8; IDE cell inh = 1; pCIP destab = -10; NS3 helicase inh = 0; CRFR2-BP antag = 6; IMP-1 inh = -5.7; UBC9 SUMO inh = .; IDE cell activ = -2

Next section
No.	VIM-2 inh	GalR3 antagonist	IDE cell inh	pCIP destab	NS3 helicase inh	CRFR2-BP antag	IMP-1 inh	UBC9 SUMO inh	IDE cell activ	canonical_smiles
31	-0.8	-5	-6	-6	3	-2	-2.7	16	4	COCCn1c(Cc2ccccc2)nnc1SCC(=O)N1CCOCC1
32	-0.5	-1	1	1	12	-13	-3.5	-10	-3	COc1ccc(C(=O)N2c3ccccc3C=CC2C#N)cc1 (stereo not drawn)
33	-1.6	3	3	-1	-4	-12	-3.7	0	1	Cc1noc(C)c1S(=O)(=O)NCC(=O)O
34	21*	-3	6	8	0	16	-3.6	10	0	Clc1ccccc1-c1ccc(/C=N/n2cnnc2)o1
35	.	-1	-1	.	.	-11	.	.	4	O=C(CN1C(=O)NC(c2ccccc2)(c2ccccc2)C1=O)NCC(=O)Nc1ccc(F)cc1
36	-0.5	3	1	-9	6	-14	-1.9	1	6	CCC1CCCCN1CC(=O)c1c(C)[nH]c2ccc(OC)cc12 (stereo not drawn)
37	-1.8	-7	2	-14	6	-3	-0.3	15	4	N#C/C(=C\c1ccc(-c2cccc(Cl)c2)o1)C(=O)Nc1cccc2cccnc12
38	-2.3	-4	2	-19	12	16	-4.0	-16	5	O=c1cc(-c2cccc3ccccc23)[nH][nH]1
39	-2.0	-4	-6	5	-6	-2	0.1	34	4	O=c1c(C=Nc2ccc(Oc3ccccc3)cc2)c[nH]n1-c1cccc(Cl)n1
40	0.3	.	9	-2	-2	-11	1.1	15	2	Cc1ccc(Cl)cc1NC(=O)c1cccc(OC(F)F)c1
41	-1.9	-2	1	-13	-6	-11	-2.6	-11	1	COCCn1nnnc1C(c1ccccc1OC)N1CCN(c2ccccc2)CC1 (stereo not drawn)
42	-3.0	-2	3	-7	5	14	-3.1	9	4	Cc1cc(Oc2ccc(=O)n(C)n2)nc(SCC(N)=O)n1
43	2.0	.	0	-9	-4	-21	-3.4	-3	2	CCCN1Cc2cccc(C(=O)N3CCN(c4cc(Cl)ccc4C)CC3)c2C1=O
44	1.0	-6	4	0	4	-1	0.0	-17	4	Cc1cc(OCC(=O)O/N=C(\N)c2ccccc2)ccc1Br
45	-0.8	-4	7	-18	-16	-16	-4.7	7	2	Cc1ccc(Cl)c(OCC(=O)N2CCc3ccccc3C2)c1
46	-1.5	-2	-1	15	3	76*	-1.3	34	3	O=C(O)c1ccc(/C=N/Nc2cccc(C(F)(F)F)c2)cc1
47	-1.2	-6	.	-5	-8	12	-2.3	6	-1	CCN(CC)S(=O)(=O)c1cccc(C(=O)c2c(C)cc3ccccn23)c1
48	-0.1	-5	-1	-3	3	-13	-3.1	10	6	O=C(NC(=S)Nc1ccc(CN2CCCCC2)cc1)c1ccco1
49	-2.6	2	-3	2	4	14	-1.7	10	9	CCC(=O)Nc1sc2c(c1C(N)=O)CCN(C(C)=O)C2
50	-3.1	-7	-1	-15	-2	0	-3.0	-15	4	O=C(c1ccc(N2CCCS2(=O)=O)cc1)N1CCN(c2ccc(F)cc2)CC1
51	-2.5	-1	5	-1	9	7	-3.7	0	.	CC(C)S(=O)(=O)c1csc(C(=O)NN)c1Cl
52	-2.7	-6	4	-15	-11	-15	-1.4	34	.	Cc1ccc(-c2csc3ncnc(SCc4ccc(C(=O)O)cc4)c23)cc1
53	-1.0	-5	1	6	-8	-3	-0.2	-9	5	COc1ccc(C)cc1S(=O)(=O)N1CCN(C(=O)c2ncoc2-c2ccccc2C)CC1
54	-2.3	-4	-3	-12	-12	-3	-2.7	21	1	COc1ccc(S(N)(=O)=O)cc1N(C)S(=O)(=O)c1ccccc1
55	-4.6	-2	0	-4	-5	-1	-1.3	0	4	COc1cc(NC(=O)c2ccc3snnc3c2)cc(OC)c1
56	-4.7	-3	-2	6	4	-12	-3.4	12	5	Cc1noc(C)c1N=Nc1ccccc1C(=O)O
57	2.1	-4	.	-3	17	0	2.2	-4	2	O=C(O)CC(NC(=O)c1ccco1)c1ccco1 (stereo not drawn)
58	0.2	-1	1	-2	9	-3	0.5	5	2	O=C(NNc1nc2cc3c(cc2s1)OCO3)c1cccc(F)c1
59	-1.0	-8	5	-9	16	-9	-0.6	-2	4	Cc1cc(NC(=O)COc2ccc(C)c(C)c2)no1
60	6.3	2	3	-3	10	4	-3.3	13	3	NC(=O)c1nn2c(C(F)(F)F)cc(-c3ccccc3)nc2c1Br
61	0.4	-9	-1	7	-4	-41	-1.4	-3	0	Cc1cc(NC(=O)C2CC2)n(-c2nc3ccccc3s2)n1
62	-1.3	-5	-3	-6	-2	-9	-2.9	10	4	COc1ccc(CCN=C(N)NS(=O)(=O)c2cc(F)ccc2F)cc1
63	-4.6	.	5	0	3	-13	-2.4	-4	5	COc1ccc(C)cc1NC(=O)c1cc(S(=O)(=O)N2CCCC2)cn1C
64	-3.3	-9	6	-4	-27	4	-2.4	8	3	CC1CCCCN1C(=O)CSc1nnc2c(n1)[nH]c1ccc(F)cc12 (stereo not drawn)
65	-0.9	-5	0	-8	-8	-1	-0.5	12	-3	COc1ccc(/C=C(\NC(=O)c2ccc(Cl)cc2)C(=O)NCCCn2ccnc2)cc1OC
66	-2.7	-8	2	-22	-1	1	-0.5	16	4	Cc1nn(CC(C)C(=O)N2CCN(S(=O)(=O)c3ccc(Cl)cc3)CC2)c(C)c1C (stereo not drawn)
67	-0.7	-5	-7	-6	-6	-3	-1.1	23	4	Cc1ccccc1N1CC(C(=O)N2CC(C)OC(C)C2)CC1=O (stereo not drawn)
68	2.7	-6	7	-13	-6	-7	-2.3	12	-5	Cc1ccc(-n2nnnc2SCC(=O)N2c3ccccc3NC(=O)C2(C)C)cc1
69	.	-3	1	.	.	0	.	.	-5	CC(NC(=O)c1ccco1)C12CC3CC(CC(C3)C1)C2 (stereo not drawn)
70	-0.5	-5	-1	-10	12	-13	-4.3	2	7	Cc1nc2sc3c(c2c(=N)n1N)CC(C)(C)OC3
71	2.1	-1	6	-14	0	7	-1.3	12	2	CCn1c(SC/C=C/c2ccccc2)nnc1-c1cnccn1
72	-0.4	-11	3	-7	3	-13	-0.8	7	1	COC(=O)C1=NN(c2ccccc2)C2C(=O)N(c3ccccc3OC)C(=O)C12 (stereo not drawn)

Assay outcomes deposited in PubChem BioAssay by several laboratories.
